Pf gamet viab: inhibitors of late stage P. falciparum gametocyte viability; P. falciparum stage V gametocytes, ATP luminescence, 24 h; inhibition, % at 10.9 µM; actives 0.065% (n = 150,000);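 active = inhibition above the mean plus 3 SD of compounds within the control limits, set per campaign, cut at about 38% in these data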;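 also: 0% = DMSO wells and 100% = medium only without gametocytes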
Rab2A wt mod: changes GTP binding to wildtype dog Rab2A, up or down; GST-Rab2 wt beads, Bodipy-GTP binding, flow cytometry; GTP binding activity, % at 10 µM; actives 0.19% (n = 190,000); AID 760;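 active = GTP binding activity at least 20 points away from 100%, either lowered or raised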;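 also: 0% = beads with excess unlabeled GTP and 100% = no-compound control corrected for plate trend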
Mcl1-Noxa inh: Mcl-1/Noxa interaction inhibition | TR-FRET Mcl-1/Noxa peptide binding, 2 h | inhibition, % at 21.7 µM | actives 1.5% (n = 220,000);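 active = compounds that cut the protein-peptide binding signal by more than 50% relative to plate controls in a single-dose test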;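 also: His-tagged Mcl-1 with rhodamine Noxa BH3 peptide and terbium anti-His antibody; 0% = Mcl-1 plus Noxa peptide wells and 100% = peptide-only wells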
Rab7 wt modul: dog Rab7 wildtype GTP binding, inhibitors and activators | GST-Rab7 beads, fluorescent GTP binding, flow cytometry; actives lie on both sides; untreated = 100%, excess cold GTP = 0% | GTP binding activity (percent of control), % at 10 µM | actives 0.055% (n = 190,000) | AID 758;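 active = fluorescent GTP binding to Rab7 beads changed by at least 20 points from the 100% baseline, either direction, mostly lower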;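 also: median green fluorescence of bound Bodipy-FL-GTP per Rab7 bead population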
ABCB1 block: inhibitors of human ABCB1 transporter, ABCG2 counter-screen. AID 1326. CCRF-Adr cells, JC-1 efflux, flow cytometry. inhibition, % at 6.6 µM. actives 0.067% (n = 190,000). P08183; in the data active = inhibition above about 40%;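 also: 0% = vehicle and 100% = reference inhibitor; higher value means more JC-1 retained so stronger ABCB1 efflux block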
Avidin fluor: avidin bead compound fluorescence profile | Avidin beads, compound fluorescence 488/530 nm, flow cytometry; hits give high values | fluorescence (KMESF) at 10 µM | actives 0.38% (n = 220,000); in the data active = fluorescence above about 47; also: inactives centre near 10
Rac1 act GTP bind: alters GTP binding to activated mutant human Rac1; actives 0.11% (n = 190,000); percent activity (GTP binding), % at 10 µM; GST-Rac1 activated beads, fluorescent GTP binding, flow cytometry; actives lie on both sides; 100% means binding = to untreated wells;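 active = GTP binding at least 20 percentage points away from the 100% baseline, in either direction, so actives lie on both sides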
Rac1 wt modul: alters GTP binding to wildtype human Rac1; P63000; GST-Rac1 beads, fluorescent GTP binding, flow cytometry; actives lie on both sides; 0 = cold GTP competed, 100 = untreated; GTP binding activity (% of control), % at 10 µM; actives 0.27% (n = 190,000);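 active = GTP binding activity at least 20 points away from the 100% control level, either lower or higher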
Cdc42 wt GTP: modulators (inhibitors or activators) of GTP binding to human Cdc42 wildtype; P60953; GST-Cdc42 beads, Bodipy-GTP binding, flow cytometry; actives lie on both sides; percent activity (GTP binding), % at 10 µM; actives 0.2% (n = 190,000); AID 761;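 active = percent activity GTP binding at least 20 points away from the 100% baseline, either down as inhibitor or up as activator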;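 also: median bead fluorescence of bound Bodipy-FL-GTP at 100 nM; 0% = excess unlabeled GTP control and 100% = no compound control; below 100% means less GTP binding so inhibitor and above means activator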
Target sequence (P60953 whole entry, looked up): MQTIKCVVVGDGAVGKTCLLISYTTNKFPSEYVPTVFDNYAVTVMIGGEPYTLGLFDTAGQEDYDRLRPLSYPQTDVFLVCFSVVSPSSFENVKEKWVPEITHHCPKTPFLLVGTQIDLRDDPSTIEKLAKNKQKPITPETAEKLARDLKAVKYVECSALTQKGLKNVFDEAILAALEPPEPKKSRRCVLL
HRas wt GTP bind: changes GTP binding to wildtype human HRas; P01112; GST-Ras wt beads, Bodipy-FL-GTP binding, flow cytometry; actives lie on both sides; GTP binding activity, % at 10 µM; actives 0.14% (n = 190,000);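 active = GTP binding activity at least 20% away from the 100% baseline, either lowered as inhibitor or raised as activator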;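 also: 0% = unlabeled GTP competition control and 100% = no-compound control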
ABCG2 block: inhibitors of human ABCG2 transporter, ABCB1 counter-screen; Q9UNQ0; IgMXP3 cells, JC-1 efflux, flow cytometry; inhibition, % at 6.6 µM; actives 0.1% (n = 190,000); AID 1325;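 active = inhibition above 80%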;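 also: 0% = DMSO and 100% = nicardipine control wells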
Target sequence (Q9UNQ0 whole entry, looked up): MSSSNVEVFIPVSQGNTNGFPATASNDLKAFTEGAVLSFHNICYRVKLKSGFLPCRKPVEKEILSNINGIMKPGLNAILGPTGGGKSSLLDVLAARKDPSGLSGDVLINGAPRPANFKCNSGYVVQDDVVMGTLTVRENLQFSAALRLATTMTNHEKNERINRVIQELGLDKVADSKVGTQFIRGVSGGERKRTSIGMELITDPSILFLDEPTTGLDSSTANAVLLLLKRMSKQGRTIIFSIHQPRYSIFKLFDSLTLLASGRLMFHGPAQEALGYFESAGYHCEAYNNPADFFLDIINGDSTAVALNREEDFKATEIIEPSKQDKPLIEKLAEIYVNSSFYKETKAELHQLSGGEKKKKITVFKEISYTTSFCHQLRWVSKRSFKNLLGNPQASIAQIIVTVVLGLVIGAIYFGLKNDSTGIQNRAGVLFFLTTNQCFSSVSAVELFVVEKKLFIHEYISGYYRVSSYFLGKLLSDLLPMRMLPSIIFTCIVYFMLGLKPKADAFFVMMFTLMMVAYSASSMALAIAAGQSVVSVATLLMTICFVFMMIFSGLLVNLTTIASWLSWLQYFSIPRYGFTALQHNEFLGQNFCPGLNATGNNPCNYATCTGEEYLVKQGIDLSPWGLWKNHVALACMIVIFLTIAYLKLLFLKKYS
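Incubation: cells with compound and JC-1, 10 min at 25 °C, rotating, no wash / Test system: IgMXP3 (ABCG2) plus far-red-tagged CCRF-Adr (ABCB1) cells / Compound dosing: one concentration, 6.6 µM final / Also added: JC-1 fluorescent substrate / Evaluation: efflux inhibition in percent versus controls / Detection: flow cytometry, 530 nm JC-1 signal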
Active calls of the source: *; / = no result given.

No.	molecule	Pf gamet viab	Rab2A wt mod	Mcl1-Noxa inh	Rab7 wt modul	ABCB1 block	Avidin fluor
1	O=C1CC(c2cccs2)Sc2nc3ccccc3n21 (centres undefined)	/	95	-2	98	-0.2	7
2	COc1ccc(N2CCN(c3nc4ccccc4nc3NS(=O)(=O)c3ccccc3)CC2)cc1	3	99	24	100	0.5	8
3	O=C(Cn1cncn1)NCc1cc(F)ccc1F	11	99	18	102	1.1	8
4	Cc1cc(C)c(S(=O)(=O)N(C2=NCCS2)S(=O)(=O)c2c(C)cc(C)cc2C)c(C)c1	-5	95	0	95	1.2	23
5	O=[N+]([O-])c1ccccc1OCCCNCc1ccccc1	-10	100	-4	102	2.1	8
6	CS(=O)(=O)c1sc2nc(-c3ccccc3)cc(-c3ccccc3)c2c1N	/	96	-1	94	0.9	7
7	CC(=O)N1CCC2(CC1)C(C#N)=C(N)Oc1n[nH]c(CSc3ccc(C)cc3)c12	8	98	15	94	-0.5	19
8	CCC(=O)N1CCc2cc(S(=O)(=O)CCC(=O)Nc3ccc(C)c(F)c3)ccc21	/	100	7	98	2.5	8
9	COc1cccc(NC(=O)Cn2c(=O)n(CCCC(=O)NCc3ccco3)c(=O)c3ccccc32)c1	8	94	-1	98	0.0	12
10	CS(=O)(=O)N(CC(=O)N1CCc2ccccc2C1)Cc1ccccc1	-24	96	4	97	2.4	14
11	CCNC(=O)NC(=O)CSc1ccc(NC(C)=O)cc1	-21	101	6	99	0.0	13
12	O=C(COC(=O)c1ccccc1)Nc1cccc(S(=O)(=O)NC2=NCCCCC2)c1	/	97	12	99	-0.1	2
13	C=CCn1c(=O)c2ccc(C(=O)NCc3ccccc3)cc2n(Cc2cccc(Cl)c2)c1=O	/	99	-6	97	2.9	/
14	CCOc1ccc(Oc2ccc(Cl)cc2N)cc1	12	98	38	105	-0.1	23
15	COC(=O)C1=C(N)Oc2cc(C)n(Cc3ccccc3)c(=O)c2C1c1ccccc1 (centres undefined)	-17	102	13	99	2.3	17

No.	Rac1 act GTP bind	Rac1 wt modul	Cdc42 wt GTP	HRas wt GTP bind	ABCG2 block
1	96	97	98	98	0
2	97	102	100	98	2
3	100	105	99	100	2
4	98	102	103	100	1
5	96	98	102	92	8
6	98	103	96	97	10
7	95	96	98	96	-2
8	97	100	102	101	13
9	95	95	97	97	0
10	95	100	99	95	2
11	99	105	102	101	1
12	99	105	97	101	5
13	100	106	100	101	7
14	94	97	93	98	0
15	98	101	102	103	48

Going on with the list:
No.	molecule	Pf gamet viab	Rab2A wt mod	Mcl1-Noxa inh	Rab7 wt modul	ABCB1 block	Avidin fluor
16	CCOC(=O)c1cc2c(ccn2C)n1CC(=O)N1CCC(C)CC1	/	94	-10	97	0.3	33
17	COc1ccc(-c2coc3cc(O)cc(O)c3c2=O)cc1	/	96	6	102	-0.4	8
18	O=C(CN1CCN(S(=O)(=O)c2ccccc2F)CC1)NC1CCCC1	/	98	14	100	0.4	10
19	CCNC(=S)NCCN1CCOCC1	-19	101	20	97	-0.1	2
20	CCCCN1C2CCCC1CC(NC(=O)c1ccc(OC)c(OC)c1)C2 (centres undefined)	/	104	-10	104	0.0	12
21	CCCCN1Cc2cc(C(=O)c3cc(F)ccc3O)cnc2NC1=O	-12	96	-7	100	0.8	11
22	CCc1cc2ccc(C)cc2nc1SCC(=O)N1CCN(C(=O)c2ccco2)CC1	-11	102	12	101	2.6	28
23	CCOC(=O)CSc1nnc(CNc2ccc(Cl)cc2)n1-c1ccccc1	-8	103	-10	103	0.0	24
24	CCOC(=O)c1cnn(-c2ccccc2)c1NC(=O)CSc1nnc(-c2cccs2)n1CC	/	96	-14	95	-0.5	8
25	COc1cccc(CNC(=O)CSc2ccc(-c3ccco3)nn2)c1	-28	96	5	97	0.2	24
26	CC(C)CC(NC(=O)c1ccc(Cl)cc1)C(=O)O (centres undefined)	-10	97	-14	101	-0.4	5
27	OCCN1CCN(Cc2nc(-c3cccc(Cl)c3)no2)CC1	-11	100	3	104	-0.3	4
28	CC(C)(C)c1ccc(SCC(N)=O)cc1	-6	100	3	98	0.4	13
29	Cc1ccc(CN(CC(=O)NCCc2ccccc2)C(=O)CCCC(=O)Nc2cc(C)on2)cc1	25	100	11	101	0.2	12
30	N#Cc1c(/N=C/c2ccco2)sc2c1CCC2	/	96	0	98	-0.6	11

No.	Rac1 act GTP bind	Rac1 wt modul	Cdc42 wt GTP	HRas wt GTP bind	ABCG2 block
16	93	95	97	96	1
17	97	99	96	98	2
18	94	95	95	96	1
19	103	103	107	102	-1
20	101	104	103	105	0
21	96	87	89	92	7
22	100	110	102	104	19
23	99	105	99	98	0
24	99	105	102	98	8
25	99	103	99	99	1
26	95	96	98	96	-1
27	95	99	99	99	0
28	100	103	101	100	9
29	97	103	103	103	1
30	92	96	97	94	1

Next structures follow:
No.	molecule	Pf gamet viab	Rab2A wt mod	Mcl1-Noxa inh	Rab7 wt modul	ABCB1 block	Avidin fluor
31	N#Cc1c(-c2cccc(Br)c2)cc(-c2cccnc2)nc1N	-1	100	-128	102	0.1	7
32	O=[N+]([O-])c1c(C(Cl)Cl)nn(-c2ccccc2)c1N1CCOCC1	-11	94	-12	97	-1.1	10
33	Cc1ccc(N2C(=O)c3cccc(Oc4ccc(Cl)cc4)c3C2=O)c(C)c1	-6	96	-14	99	0.6	16
34	O=C(Cc1cccs1)Nc1nnc(CCc2ccccc2)s1	-1	93	10	95	1.0	10
35	O=C(CSc1ncc(-c2ccc(F)cc2)[nH]1)Nc1cccc(O)c1	/	97	4	96	0.1	8
36	O=c1nc(/C=C/c2ccc(-c3ccc(F)cc3)o2)cc(C(F)(F)F)[nH]1	/	95	14	94	2.8	11
37	O=C(Cn1nnc(-c2ccccc2)n1)N1CCN(c2ccc(F)cc2)CC1	/	98	2	106	-0.3	19
38	OC1(c2cccnc2)CCN(Cc2nnnn2Cc2ccccc2)CC1	6	103	38	108	0.4	16
39	COc1ccccc1N1CCN(S(=O)(=O)c2ccc(Cl)s2)CC1	0	98	11	97	-0.1	12
40	CCOC(=O)c1sc(NC(NC(=O)c2ccco2)(C(=O)OC)C(F)(F)F)nc1C (centres undefined)	11	98	23	101	-0.7	11
41	CCOC(=O)CC1ON(C)C(=O)N1c1ccc([N+](=O)[O-])cc1 (centres undefined)	/	98	8	97	0.3	9
42	Cn1ccnc1SCc1cc(=O)[nH]c2ccccc12	-37	96	0	94	0.6	22
43	Cc1ccc(OS(=O)(=O)c2cn(C)c(=O)n(C)c2=O)cc1C	0	94	-7	97	0.9	9
44	O=C(Cc1coc2cc3c(cc12)CCC3)NC1CCCCCCC1	9	100	5	100	0.5	10
45	CCSc1nnc(NC(=O)c2ccccc2)s1	-3	98	15	94	0.3	6
46	CC(=O)Nc1cccc(NC(=S)Nc2ccc(F)c(Cl)c2)c1	9	97	11	97	0.1	8
47	CC(C)OCCCNC(=O)Cn1nc(-c2ccccc2)ccc1=O	/	99	-9	102	0.9	13
48	COc1ccc([N+](=O)[O-])cc1NC(=O)Cc1c(Cl)cccc1Cl	/	97	15	97	-0.1	10

No.	Rac1 act GTP bind	Rac1 wt modul	Cdc42 wt GTP	HRas wt GTP bind	ABCG2 block
31	103	106	98	101	0
32	93	95	95	95	-2
33	97	102	97	98	7
34	89	86	92	93	11
35	96	98	98	98	4
36	94	91	96	91	39
37	93	95	96	99	0
38	100	102	98	101	0
39	98	101	97	99	1
40	98	110	108	102	17
41	103	105	101	100	3
42	96	98	95	96	6
43	96	94	99	97	4
44	100	104	98	102	6
45	99	108	99	98	9
46	96	99	97	97	0
47	101	103	101	101	6
48	100	102	99	99	10

Random excerpt: 5 compounds from above, in no set order.
No.	molecule	Pf gamet viab	Rab2A wt mod	Mcl1-Noxa inh	Rab7 wt modul	ABCB1 block	Avidin fluor
47	CC(C)OCCCNC(=O)Cn1nc(-c2ccccc2)ccc1=O	/	99	-9	102	0.9	13
45	CCSc1nnc(NC(=O)c2ccccc2)s1	-3	98	15	94	0.3	6
41	CCOC(=O)CC1ON(C)C(=O)N1c1ccc([N+](=O)[O-])cc1 (centres undefined)	/	98	8	97	0.3	9
39	COc1ccccc1N1CCN(S(=O)(=O)c2ccc(Cl)s2)CC1	0	98	11	97	-0.1	12
34	O=C(Cc1cccs1)Nc1nnc(CCc2ccccc2)s1	-1	93	10	95	1.0	10

No.	Rac1 act GTP bind	Rac1 wt modul	Cdc42 wt GTP	HRas wt GTP bind	ABCG2 block
47	101	103	101	101	6
45	99	108	99	98	9
41	103	105	101	100	3
39	98	101	97	99	1
34	89	86	92	93	11
